CHO-K1 Ca PAM = nonselective calcium activators in parental CHO-K1 cells, primary screen, counter-screen for M1 PAM project, cell-based, Fluo-8 calcium fluorescence, full deck, 1536-well | ATP EC20; 0% at ATP EC20, 100% at ATP max | activation, % at 3 µM | actives 0.02% (n = 360,000) | AID 602247, 2012;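 active = activation above the run cutoff, the mean activation of all test compounds plus 3 SD, cut at about 40% in these data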;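 note: peak over basal fluorescence ratio in a 140 s read after ATP addition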
M1 ag parental = counter-screen for M1 agonists: effect in parental CHO-K1 cells. Fluo-8 calcium fluorescence; scaled to maximal ATP response, vehicle zero. actives 0.48% (n = 360,000). activation, % at 3 µM; in the data active = activation above about 15%;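 note: untransfected CHO-K1 host cells lacking M1 receptor as counterscreen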
TAAR1 antag = human TAAR1 antagonists, primary screen, Fluo-8 calcium fluorescence, CHO RD-HGA16 cells; inhibition, % at 3 µM; AID 624466, 2012; actives 1.5% (n = 360,000); Trace amine-associated receptor 1 (Homo sapiens), Q96RJ0; antagonist;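 active = inhibition above a per-plate cutoff, the mean inhibition of test compounds on that plate plus 3 SD, cut at about 49% in these data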;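 note: 0% = DMSO plus EC80 beta-PEA response and 100% = DMSO alone without agonist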
Target sequence (Q96RJ0 whole entry, looked up): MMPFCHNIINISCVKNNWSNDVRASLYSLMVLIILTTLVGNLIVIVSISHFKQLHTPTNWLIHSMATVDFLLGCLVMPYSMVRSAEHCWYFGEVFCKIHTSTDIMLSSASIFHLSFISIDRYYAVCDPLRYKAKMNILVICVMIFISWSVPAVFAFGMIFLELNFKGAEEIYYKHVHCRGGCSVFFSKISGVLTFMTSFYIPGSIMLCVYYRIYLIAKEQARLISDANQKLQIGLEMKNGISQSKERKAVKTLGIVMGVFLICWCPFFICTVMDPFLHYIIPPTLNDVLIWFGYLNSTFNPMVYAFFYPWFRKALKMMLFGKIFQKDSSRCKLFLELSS
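Assay system: RD-HGA16 CHO cells with stable hTAAR1 and Gα16 / Reagent: EC80 β-phenethylamine stimulus / Doses: 3 µM, single point / Timing: dye loading 75 min at 37 °C, then 30 min room temperature / Measured by: Fluo-8 intracellular calcium dye fluorescence, real-time kinetic reads / Controls: vehicle wells and EC80 agonist wells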
TAAR1 agonist = human TAAR1 agonists, primary screen, Fluo-8 calcium fluorescence, CHO RD-HGA16 cells; vehicle wells 0%, saturating PEA agonist 100%; activation, % at 3 µM; actives 0.99% (n = 360,000); AID 624467, 2012;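 active = activation above the mean activation of all test compounds in the run plus 3 SD, cut at about 38% in these data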
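System: CHO RD-HGA16 cells carrying human TAAR1 plus Gα16; Incubation: 17-24 h seeding, 75 min 37 °C dye, 30 min RT; Measured by: Fluo-8 fluorescence, 5 s baseline then 140 s kinetic read; Control set: DMSO and PEA EC100; Replication: single well for each compound.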
CHRM1 PAM = human M1 muscarinic receptor positive allosteric modulators, primary screen, CHO-K1 cells, Fluo-8 calcium fluorescence, 1536-well. Muscarinic acetylcholine receptor M1 (Homo sapiens), P11229. CHO-K1 hM1, ACh EC20; 0% = ACh EC20, 100% = maximal ACh. activation, % at 3 µM. actives 0.088% (n = 360,000). AID 588819, 2011; in the data active = activation above about 19%, passing the limit was not always enough
Target sequence (P11229 whole entry, looked up): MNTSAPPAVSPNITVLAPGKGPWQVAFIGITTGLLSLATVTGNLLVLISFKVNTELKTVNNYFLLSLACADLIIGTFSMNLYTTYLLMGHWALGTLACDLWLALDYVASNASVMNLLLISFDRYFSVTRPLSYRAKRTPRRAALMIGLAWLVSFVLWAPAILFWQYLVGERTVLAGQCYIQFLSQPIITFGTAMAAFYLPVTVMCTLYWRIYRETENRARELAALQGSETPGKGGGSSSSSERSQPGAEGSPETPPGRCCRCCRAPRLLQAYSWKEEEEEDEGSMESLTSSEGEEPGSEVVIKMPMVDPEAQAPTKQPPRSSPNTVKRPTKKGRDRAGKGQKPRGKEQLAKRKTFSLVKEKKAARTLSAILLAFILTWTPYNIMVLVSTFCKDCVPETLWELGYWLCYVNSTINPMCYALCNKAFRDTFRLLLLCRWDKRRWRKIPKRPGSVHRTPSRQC
M1 ag = human M1 muscarinic receptor agonists, primary screen, Fluo-8 calcium fluorescence, CHO-K1 cells, HTS | CHO-K1 hM1, agonist mode; 0% DMSO, 100% acetylcholine EC100 | activation, % at 3 µM | actives 0.33% (n = 360,000) | AID 588814, 2011;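 active = activation above the run's mean compound activation plus 3 SD, cut at about 16% in these data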;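 note: peak over basal fluorescence ratio within a 140 s kinetic read after compound addition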
CHRM1 antagonist = human M1 muscarinic receptor antagonists, primary screen, CHO-K1 cells, Fluo-8 calcium fluorescence, 1536-well. Muscarinic acetylcholine receptor M1 (Homo sapiens), P11229. CHO-K1 hM1, ACh EC80 antagonist. inhibition, % at 3 µM. actives 1.3% (n = 360,000);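 active = percent inhibition above its own plate's cutoff, namely the mean of that plate's compound wells plus 3 SD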;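 note: peak over basal fluorescence ratio during 140 s after agonist addition; 0% = ACh EC80 plus DMSO and 100% = DMSO alone without agonist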
CHO-K1 Ca antag = nonselective inhibitor or artifact in parental CHO-K1 cells | ATP-induced calcium, Fluo-8 fluorescence | AID 602250 | inhibition, % at 3 µM | actives 0.6% (n = 360,000);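 active = inhibition above a per-plate cutoff, the plate's mean sample inhibition plus 3 SD, cut at about 24% in these data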;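 note: 0% = DMSO plus EC80 ATP and 100% = DMSO alone without ATP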
CHO parental Ca = ATP-evoked calcium signal inhibitors, parental CHO, primary screen, counter-screen for OX1R antagonist project, cell-based, fluorescence, Fluo-8 calcium dye | parental CHO-K1, ATP-induced calcium, Fluo-8 fluorescence | inhibition, % at 5.6 µM | actives 0.63% (n = 330,000);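 active = inhibition above that plate's mean sample inhibition plus 3 SD, cut at about 26% in these data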;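 note: 0% = ATP-challenged DMSO wells and 100% = DMSO wells without ATP; some compounds past the cut are filed as inactive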
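Material: parental CHO cells / Compound: single nominal dose of 5.6 µM per compound / Signal: Fluo-8 fluorescence / Replicates: singlicate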
The depositor's hits bear a star; nt = not tested or not shown.

The line under a structure holds: CHO-K1 Ca PAM	M1 ag parental	TAAR1 antag	TAAR1 agonist	CHRM1 PAM	M1 ag	CHRM1 antagonist	CHO-K1 Ca antag	CHO parental Ca
- Cc1cccc2sc(NC(=O)C3CCN(C(=O)c4ccco4)CC3)nc12
  -15	9.9	11	5	11	6	2	-10	-10
- O=C(NCc1ccc(F)cc1)C(c1cccs1)N(C(=O)c1csnn1)C1CC1 (stereo not given)
  14	1.1	10	5	4	-5	-5	-7	-10
- COc1ccccc1C(=O)NCCC(=O)NCCOc1ccc(C)cc1
  14	4.2	-12	0	8	-3	-14	-13	nt
- CCOC(=O)c1ccc(NC(=S)N(CCN2CCCCCC2)Cc2ccco2)cc1
  -1	-0.2	-3	-1	-23	-8	29	0	-9
- Nc1nc(-c2ccc(S(=O)(=O)N3CCCCC3)cc2)cs1
  0	8.9	15	3	-3	0	16	-13	-2
- NC(=O)c1cc([N+](=O)[O-])ccc1NCc1ccc(F)cc1
  8	-0.5	16	1	5	-2	3	1	-9
- Cc1cc(NC(=O)c2ccc(-c3ccccc3[N+](=O)[O-])o2)no1
  4	1.6	2	4	8	-2	-14	-16	1
- COc1ccc(NC(=O)CSc2c(C)nn(-c3nnc(C)c(=O)[nH]3)c2C)cc1
  -5	-0.3	-2	-3	2	2	0	18	-7
- COc1cc(OC)cc(C(=O)NCC(=O)N2CCN(c3ccc(O)cc3)CC2)c1
  -3	-1.2	-30	0	20	5	-16	2	-9
- O=C(NC1CCCC1)C(c1ccc(F)cc1)N(C(=O)c1csnn1)c1ccccc1F (stereo not given)
  11	1.4	8	-4	6	-9	-5	-15	-24
- O=C(c1cc(-c2ccccc2O)on1)N1CCCC1
  -5	-0.3	-32	1	7	-3	-10	8	-6
- COc1ccc(C(=O)COC(=O)CNS(=O)(=O)c2ccc(C)cc2)cc1
  22	3.1	-9	3	6	-6	2	-9	0
- Cc1ccc(NC(=O)N[C@H](C(=O)O)C(C)C)c(C)c1
  -1	0.3	-10	7	5	-2	-6	-3	-7
- CC(=O)c1ccc(N2CCN(C(=O)c3ccc(NC(=O)C4CCCO4)cc3)CC2)cc1 (stereo not given)
  10	1.2	1	8	10	-1	-10	5	-15
- CC12CCC(C(=O)NCCCN3CCOCC3)(C(Br)C1=O)C2(C)C (stereo not given)
  -14	0.1	10	1	8	-2	-9	1	-15

By substructure: the compounds so far with fluorine
The line under a structure holds: CHO-K1 Ca PAM	M1 ag parental	TAAR1 antag	TAAR1 agonist	CHRM1 PAM	M1 ag	CHRM1 antagonist	CHO-K1 Ca antag	CHO parental Ca
- O=C(NCc1ccc(F)cc1)C(c1cccs1)N(C(=O)c1csnn1)C1CC1 (stereo not given)
  14	1.1	10	5	4	-5	-5	-7	-10
- NC(=O)c1cc([N+](=O)[O-])ccc1NCc1ccc(F)cc1
  8	-0.5	16	1	5	-2	3	1	-9
- O=C(NC1CCCC1)C(c1ccc(F)cc1)N(C(=O)c1csnn1)c1ccccc1F (stereo not given)
  11	1.4	8	-4	6	-9	-5	-15	-24

(continued)
The line under a structure holds: CHO-K1 Ca PAM	M1 ag parental	TAAR1 antag	TAAR1 agonist	CHRM1 PAM	M1 ag	CHRM1 antagonist	CHO-K1 Ca antag	CHO parental Ca
- COC(=O)c1ccc(C(=O)OC)c(NC(=S)N2CCN(c3ccccn3)CC2)c1
  13	1.5	-9	0	0	-6	5	-10	-23
- CCOC(=O)c1cc(-c2ccc(C)cc2)nc2nc(SC)[nH]c(=O)c12
  9	-0.5	14	4	13	0	-11	-7	-11
- CN(C)C(=O)c1cc(C(=O)c2ccccc2C(F)(F)F)c[nH]1
  -6	1.4	-5	2	0	-2	4	10	-4
- CN(C)S(=O)(=O)c1cccc(NC(=O)C2CCN(S(=O)(=O)c3cccs3)CC2)c1
  -8	2.2	15	12	-3	2	-8	9	-4
- O=C(Nc1ccc(OCc2ccccc2)cc1)c1ccccc1
  19	1.3	-3	1	11	-6	-4	-6	-4
- COc1cccc2c(=O)n(CC(=O)NCCc3ccccc3)ccc12
  0	0.2	-9	4	5	-3	-10	-8	-1
- Cc1cc(NC(=O)CSc2nnc(-c3ccncc3)n2C)n(-c2ccccc2)n1
  10	0.6	-37	-1	6	-3	-10	-2	-13
- S=C(Nc1ccccc1Cl)N1CCCCC1
  6	0.1	-18	3	6	-2	-8	-5	-8
- CC1(C(=O)NS(=O)(=O)c2ccc(C#N)cc2)CCN1C(=O)C1(c2ccc(Cl)cc2)CCC1 (stereo not given)
  -12	-0.1	-2	5	-3	-2	7	6	nt
- Cc1ccc(C2C3=C(CC(C)(C)CC3=O)OC3=C2C(=O)CC(C)(C)C3)cc1
  -15	-0.7	-16	12	-11	-5	14	23	-4
- CCN1CCN(CCCNC(=O)C2c3ccccc3C(=O)N(c3ccc(OC)cc3)C2c2ccc(OC)cc2)CC1 (stereo not given)
  -11	-0.4	-23	5	16	-4	-15	3	-12
- CNC(=S)N/N=C/c1ccc(OCc2ccccc2)c(Br)c1
  2	0.6	-8	1	-2	-4	12	-4	2
- CC1CCCCN1S(=O)(=O)c1cccc(S(=O)(=O)N2CCOCC2)c1 (stereo not given)
  12	1.0	-19	3	7	-1	-11	-12	-6
- Cc1sc2ncnc(NCc3cccs3)c2c1C
  -6	6.0	16	16	-5	-1	25	10	36*
- CC(=O)Nc1ccc(C=NN=C2c3ccccc3-c3ccccc32)cc1
  -15	-0.3	25	11	6	-1	-3	10	nt

In a second layout: entries from further up
structure | CHO-K1 Ca PAM | M1 ag parental | TAAR1 antag | TAAR1 agonist | CHRM1 PAM | M1 ag | CHRM1 antagonist | CHO-K1 Ca antag | CHO parental Ca
S=C(Nc1ccccc1Cl)N1CCCCC1 | 6 | 0.1 | -18 | 3 | 6 | -2 | -8 | -5 | -8
CC1(C(=O)NS(=O)(=O)c2ccc(C#N)cc2)CCN1C(=O)C1(c2ccc(Cl)cc2)CCC1 (stereo not given) | -12 | -0.1 | -2 | 5 | -3 | -2 | 7 | 6 | nt
Cc1ccc(C2C3=C(CC(C)(C)CC3=O)OC3=C2C(=O)CC(C)(C)C3)cc1 | -15 | -0.7 | -16 | 12 | -11 | -5 | 14 | 23 | -4
CCN1CCN(CCCNC(=O)C2c3ccccc3C(=O)N(c3ccc(OC)cc3)C2c2ccc(OC)cc2)CC1 (stereo not given) | -11 | -0.4 | -23 | 5 | 16 | -4 | -15 | 3 | -12
CNC(=S)N/N=C/c1ccc(OCc2ccccc2)c(Br)c1 | 2 | 0.6 | -8 | 1 | -2 | -4 | 12 | -4 | 2
CC1CCCCN1S(=O)(=O)c1cccc(S(=O)(=O)N2CCOCC2)c1 (stereo not given) | 12 | 1.0 | -19 | 3 | 7 | -1 | -11 | -12 | -6

(next part)
The line under a structure holds: CHO-K1 Ca PAM	M1 ag parental	TAAR1 antag	TAAR1 agonist	CHRM1 PAM	M1 ag	CHRM1 antagonist	CHO-K1 Ca antag	CHO parental Ca
- COc1ccc(NC(=O)CCCn2cc([N+](=O)[O-])cn2)cc1
  13	2.5	-1	2	4	-1	-12	-18	-3
- Cc1ccc(N2C(=O)C3CC(c4ccccc4)=C4C5C=CC(C6C(=O)N(c7ccc(C)cc7)C(=O)C56)C4C3C2=O)cc1 (stereo not given)
  23	0.4	-22	2	7	-7	-12	-11	-22
- CCC(=O)Nc1ccc(N2CCN(S(C)(=O)=O)CC2)cc1
  4	0.3	2	8	3	-1	-5	-2	-1
- Cc1ccc(NC(=O)c2ccc(S(=O)(=O)N3CCOCC3)cc2)c(C)c1
  6	0.8	3	-2	14	0	-23	-1	-4
- CCN1CCN(c2cc(C(C)(C)C)nc3c(-c4ccccc4)c(C)nn23)CC1
  12	18*	-12	12	-2	-5	7	-9	2
- O=C(Nc1ccc([N+](=O)[O-])cc1)c1cncc(Br)c1
  1	6.9	-4	12	7	-1	-3	6	-9
- CC(=O)Nc1ccc(S(=O)(=O)N2CCN(C(=O)N3CCCC3)CC2)cc1
  -2	0.0	-7	4	18	-1	-14	4	4
- N#Cc1ccc(C(=O)NCC(c2ccco2)N2CCCC2)cc1 (stereo not given)
  22	0.6	-8	3	5	-5	-3	-15	-8
- Cc1ccc(CC(=O)Nc2ncc([N+](=O)[O-])s2)cc1
  4	13	22	11	-8	-1	0	-13	10
- COc1ccccc1CNc1nc(NCC2CC2)nc2ccsc12
  9	5.6	20	14	1	-2	-5	-11	nt
- CC(=O)c1sc2nc(-c3ccco3)ccc2c1N
  17	0.1	-48	2	11	-3	-16	-14	-16
- O=C(CSc1nc2scc(-c3ccccc3)c2c(=O)[nH]1)N1CCOCC1
  26	2.4	-20	0	5	-3	1	-14	-13
- CN(CCc1ccccn1)c1ncnc2[nH]ncc12
  20	1.9	-2	18	10	-4	-3	-1	-10
- O=c1c2[nH]c3ccccc3c2ncn1CCN1CCOCC1
  -3	0.0	-27	6	-4	-3	11	0	0
- N#CCCn1cc(/C=N/O)c(-c2ccc(-c3ccccc3)cc2)n1
  6	0.3	6	1	-1	-3	-1	0	0
- CC(=O)c1cccc(N(C(=O)c2ccco2)C(C(=O)NC2CCCC2)c2ccccc2F)c1 (stereo not given)
  4	2.8	26	5	5	-1	-10	-4	-26
- CC(C)CCN1CCN(Cc2cccn2-c2ccccn2)CC1CCO (stereo not given)
  7	0.1	3	2	3	-9	-2	2	-11
- CCOc1ccc2c(c1)c(N=O)c(O)n2C
  -7	-0.4	-16	0	-1	-4	9	0	-7

Assay outcomes deposited in PubChem BioAssay by The Scripps Research Institute Molecular Screening Center.
